Assay outcomes deposited in PubChem BioAssay by Sanford-Burnham Center for Chemical Genomics.
MKP-3 inhibition = inhibition of rat DUSP6 enzyme activity – biochemical, in vitro, primary screen (AID 425); recombinant MKP-3 phosphatase activity, fluorescence; higher % means a stronger effect; inhibition, % at 20 µM; hits with a dose series show IC50 in µM; 110,000 tested, 0.17% active; in the data active = inhibition above about 50%;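 also: plate controls were vehicle for no effect and reference inhibitor for full effect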
Hsp70 inhibitors = small molecules displacing fluorescent ligand from Hsp70 – biochemical, fluorescence polarization, primary screen (AID 583); Hsp70 fluorescence polarization probe displacement, mP; higher % means a stronger effect; displacement, % at 20 µM, or IC50 in µM where a hit was titrated; 140,000 tested, 0.06% active; in the data active = displacement above about 50%;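 also: plate controls were vehicle for no effect and reference ligand for full effect; a part of the inactive calls stands beside numbers as strong as those of hits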
* marks the source's active call; other numbers are inactive results; nt = not tested or not shown; & = joins results of further samples. A portion of the library. The share of hits here may be higher or lower than overall.

Hsp70 inhibitors,MKP-3 inhibition,Molecule
-1.3%,0%,O=C1CC(N2CCN(c3ccc(Cl)cc3)CC2)C(=O)N1c1cccc(Br)c1 (stereo not given)
-0.7%,4%,NC(=O)CSc1nc2sc3c(c2c2ncnn12)CCCC3
0.4%,-2%,Cc1ccc2[nH]c(=O)c(CN(Cc3nnnn3C3CCCC3)C3CCCCC3)cc2c1
9.5%,2%,Cc1ccc(CCNC(=O)CS(=O)Cc2nc(-c3cccc(C)c3)oc2C)cc1 (stereo not given)
2.6%,2%,CC12CC(O)C3(F)C(CCC4=CC(=O)C=CC43C)C1CC=C2C(=O)CO (stereo not given)
2.6%,-7%,COc1ccc(Nc2ncc3c(n2)CC(c2ccccc2)CC3=O)cc1 (stereo not given)
1.9%,-1%,CC1CCN(S(=O)(=O)c2ccc(NC(=O)CN3CCN(C)CC3)cc2)CC1
1.4%,-10%,COC(=O)c1cc(COc2ccc3ccc(=O)oc3c2)c(C)o1
10%,0%,Cc1nnc2ccc(N3CCN(c4ccccn4)CC3)nn12
-4.2%,nt,COc1ccc(C(=O)Nc2nc3ccccc3c(=O)[nH]2)cc1
-1.4%,-2%,Cc1ccc(-n2nc3cc(C)c(NC(=O)c4ccccc4)cc3n2)cc1
-0.2%,-7%,O=C(NCc1ccco1)c1nc2ncccn2n1
0.0%,0%,C/C(=N/OCC(=O)Nc1oc(-c2ccccc2)c(-c2ccccc2)c1C#N)c1cccs1
-0.7%,nt,O=C(CCN1CCN(Cc2ccccc2)CC1)Nc1ccc(OCc2ccccc2)cc1
3.0%,-6%,CCOC(=O)CCC(=O)OCC(=O)NC(C)C1CC2CCC1C2 (stereo not given)
-0.4%,17%,CC1(C)CC(=O)C=C(NCCO)C1
2.8%,2%,CCOC(=O)C1=C(N)OC2=C(C(=O)CC(c3ccccc3Cl)C2)C1c1ccccc1Cl (stereo not given)
-6.1%,-9%,c1ccc2c(CNCCN3CCOCC3)cccc2c1
-5.0%,-9%,COc1ccc(-c2nnc(SCc3nnc(-c4ccccc4)o3)n2-c2ccccc2)cc1
-15%,2%,Brc1ccc(-c2nnc3sc(CNC4CCCC4)cn23)cc1
6.4%,-2%,CC1(C)CC(=O)C(C(c2cccnc2)C2C(=O)CC(C)(C)CC2=O)C(=O)C1
-0.1%,nt,CC(C)On1c(SC(C)C)nc2ccccc2c1=O
-2.5%,-10%,COc1cc(SC)ccc1C(=O)N1CCCCCC1
-0.1%,-6%,CC(C)Oc1ccc(C(=O)Nc2ccc(N3CCCC3)cc2)cc1
4.0%,-7%,O=C(COc1ccc(S(=O)(=O)NCCc2ccccc2)cc1)N1CCCC1
1.7%,-2%,Cc1cccc(C)c1Nc1nc2ccccc2o1
-2.4%,-5%,CC(Oc1ccc(NC(=O)c2ccco2)cc1)C(=O)N1c2ccccc2CC1C (stereo not given)
-2.4%,-2%,COc1cc(-c2noc(-c3ccc(Cl)cc3)n2)cc(OC)c1OC
4.3%,-3%,O=[N+]([O-])c1ccc(-c2nnc(-c3ccccc3)c(-c3ccccc3)n2)cc1
-0.3%,-5%,O=C1C(=O)N(c2cccc(Cl)c2)C(c2ccccc2F)/C1=C(\O)c1ccccc1 (stereo not given)

Retrieved by compound from the list above (six):
Hsp70 inhibitors,MKP-3 inhibition,Molecule
0.0%,0%,C/C(=N/OCC(=O)Nc1oc(-c2ccccc2)c(-c2ccccc2)c1C#N)c1cccs1
1.9%,-1%,CC1CCN(S(=O)(=O)c2ccc(NC(=O)CN3CCN(C)CC3)cc2)CC1
-5.0%,-9%,COc1ccc(-c2nnc(SCc3nnc(-c4ccccc4)o3)n2-c2ccccc2)cc1
-1.4%,-2%,Cc1ccc(-n2nc3cc(C)c(NC(=O)c4ccccc4)cc3n2)cc1
2.8%,2%,CCOC(=O)C1=C(N)OC2=C(C(=O)CC(c3ccccc3Cl)C2)C1c1ccccc1Cl (stereo not given)
2.6%,-7%,COc1ccc(Nc2ncc3c(n2)CC(c2ccccc2)CC3=O)cc1 (stereo not given)

Next section
Hsp70 inhibitors,MKP-3 inhibition,Molecule
2.9%,-4%,COCCNS(=O)(=O)c1ccc(Cl)cc1
1.7%,-7%,CCN(CC)CCNC(=O)c1cn(CC)c2ccc(S(=O)(=O)N(C)C)cc2c1=O
1.0%,-2%,Cn1c(=O)cc(SCC(=O)NCc2cccnc2)c2ccccc21
0.6%,2%,COc1cccc(CNC(=O)c2cc3ccccn3n2)c1
0.4%,-15%,Cc1cc(N2CCOCC2)nc(N2CCOCC2)n1
-3.2%&-0.9%,-9%&0%,O=C(CN1CCCCCC1)Nc1cccc2c1OCO2
4.4%&1.6%,-3%&3%,COc1ccc(C(=O)Nc2ccc(S(=O)(=O)N3CCCCC3)cc2)cc1OC
-0.9%,-2%,O=C(c1cnn2c(-c3ccccc3)cc(-c3ccccc3)nc12)N1CCSCC1
-3.6%,-12%,COc1ccc(-c2cn3ccccc3n2)cc1OC
-4.7%,-3%,CCOC(=O)CSc1nc2sc3c(c2c(=O)n1-c1ccccc1C)CCc1ccccc1-3
3.6%,-12%,CC(O)/C=C/c1cccc[n+]1C (stereo not given)
-3.6%,-1%,C=CCNC(=O)CN1CCC(O)(c2ccc(F)cc2)CC1
2.5%,3%,O=C(COc1ccc(Cl)cc1)Nc1ccccc1C(F)(F)F
6.1%,-1%,CCCOC(=O)NC(c1ccccc1)C(Cl)(Cl)Cl (stereo not given)
3.3%,-4%,COc1cc2nc(CN(C)CC(=O)Nc3ccc(N4CCOCC4)cc3)[nH]c(=O)c2cc1OC
1.2%,7%,COc1cc(SC)ccc1C(=O)NCCCOC(C)C
-0.5%,2%,CCOc1ccc2nc(SC3CC(=O)N(c4ccc(OC)cc4)C3=O)sc2c1 (stereo not given)
-1.5%,-2%,N#CC(C(=O)CCN1C(=O)C2CC=CCC2C1=O)c1nc2ccccc2[nH]1 (stereo not given)
-4.0%,nt,COC(=O)c1ccc(S(=O)(=O)N2CCC(c3nc4ccccc4o3)CC2)cc1
20%,9%,O=S1(=O)N=C2CCCCCN2C(c2ccncc2)N1 (stereo not given)
7.3%,nt,CCOc1cc(C2C(C#N)=C(N)OC(C)=C2C(C)=O)c(Br)c(Br)c1OC(C)C (stereo not given)
0.0%,3%,O=C(Nc1ccc(Cc2ccncc2)cc1)c1ccccc1Br
3.5%,10%,COc1ccccc1NC(=O)c1cc(S(=O)(=O)N2CCC3(CC2)OCCO3)ccc1F
-0.2%,2%,COc1ccc(Cl)cc1/C=C(/C#N)C(=O)Nc1ccc(Cl)cc1
-0.6%,0%,N/C(=N\OC(=O)c1ccc(Cl)cc1Cl)c1cccnc1
1.3%,-13%,COC(=O)CS(=O)(=O)c1ccc2c(c1)CC(=O)N2
2.4%,nt,Cc1cc(Oc2ccccc2)nc(NCc2ccccc2)n1
0.5%,-14%,O=C(Nc1ccc2nn(-c3ccccc3)nc2c1)c1cccs1
-6.7%,7%,CNC(=O)CC(C(=O)O)c1ccc(OC(C)C)cc1 (stereo not given)
3.8%,nt,Cc1cccc(NC(=O)CSc2nnc([C@@H](N)Cc3ccccc3)o2)c1C
-3.8%,nt,COC(=O)[C@@H](N)CS
5.4%,9%,O=C(Nc1ccn(Cc2ccc(Cl)cc2)n1)c1ccc2c(c1)OCO2
-2.3%&3.4%,2%&0%,CC1CCc2c(sc(N)c2C(N)=O)C1 (stereo not given)
6.3%,0%,COc1ccc(C2OCC3(CO)C(C)C=C(C)C2C3C)cc1 (stereo not given)
-2.5%,0%,O=[N+]([O-])c1cccc(C=NCCCN2CCOCC2)c1
4.1%,0%,CC(C)OC(=O)COc1cc2oc(=O)c3c(c2cc1Cl)CCCC3
-6.2%,-9%,CCOC(=O)/C=c1\s/c(=C\c2ccccc2OC)c(=O)n1CC(=O)N1CCOCC1
1.7%,-1%,CCC(=O)Nc1cccc(NC(=O)c2ccc3c(c2)OCO3)c1
8.1%,-4%,CCOC(=O)COc1cc(C)c(Cl)cc1[N+](=O)[O-]
1.7%,-5%&4%,Cc1cccc(-n2c(CCN3C(=O)c4ccccc4C3=O)nc3ccccc3c2=O)n1
-1.3%,2%,COc1ccccc1N1CCN(/N=C\c2cc(OC)c(OC(C)=O)c(OC)c2)CC1
0.1%,-1%,COc1ccc(/C=C/C(=O)NC(=S)Nc2ccc(I)cc2)cc1
1.4%,3%,CCOc1ccc2c(C)cc(=O)oc2c1C
-1.4%,1%,CC(=O)NN1C(=O)c2ccc(-c3ccc4c(c3)C(=O)N(NC(C)=O)C4=O)cc2C1=O
-1.3%,nt,CN(C)Cc1cc(CN(C)C)c(O)c(CCc2ccccc2)n1
0.0%,-12%,CCCCOc1ccc(Cl)cc1CSc1nnc(CC)n1N
9.0%,-4%,CCN1CCN(c2nc(SC)nc3sc4c(c23)CC(C)(C)OC4)CC1
-0.9%,-13%,Cc1cc(C)n(-c2ccc(C(=O)NC3=NCCS3)cc2)n1
6.7%,37%,CCOc1cc(N2CCOCC2)c(OCC)cc1N
3.1%,1%,O=C(NCCN1C(=O)C2C3C=CC(C3)C2C1=O)Nc1ccccn1 (stereo not given)
-0.5%,-1%,COc1ccccc1N1CCN(C(=O)CN(c2ccc(C)cc2C)S(=O)(=O)c2ccccc2)CC1
5.9%,-1%,CC(=O)Nc1ccccc1NC(=O)c1ccccc1[N+](=O)[O-]
-4.8%,-6%,CCOC(=O)c1[nH]nc2c1C(=O)N(CC)C2=O
4.8%,3%,O=C(O)COc1ccc2c3c(c(=O)oc2c1)CCCC3
-3.4%,0%,CC(C)N(C(=O)COc1ccc(Cl)cc1Cl)C(C)C
-0.7%,2%,CC1=C(C(=O)Nc2ccccc2)C(c2ccc(C)cc2)NC(=O)N1 (stereo not given)
-4.4%,-6%,N#Cc1c(NC(=O)CSCC(=O)O)sc2c1CCCC2
5.5%,-1%,Cc1cc(C)n2nc(Nc3ccccc3)cc2n1
3.2%,0%,O=C1CC(NCCc2ccccc2)C(=O)N1CCc1ccccc1 (stereo not given)
3.8%,-3%,CCCCOc1cccc(C(=O)Nc2cccc(-c3nc4ncccc4o3)c2)c1

Additional records:
Hsp70 inhibitors,MKP-3 inhibition,Molecule
-0.5%,12%,O=C1NC(=S)NC(=O)C1=Cc1cc(Br)c(Sc2ccc(Cl)cc2)o1
2.1%,-1%,O=C(/C=C/c1ccccc1)Nc1ccc(F)c(F)c1
-0.1%,-9%,CCOc1ccc(-c2nnc(SCc3nnc(-c4ccccc4)o3)n2-c2ccccc2F)cc1
2.2%,-1%,CCOc1ccc(N2C(=O)/C(=C\c3cccc(OC)c3OC)C(C(=O)OC)=C2C)cc1
4.1%&1.7%,1%,O=c1c(Cc2ccccc2)c(O)nc2n1CCCS2
-1.4%,nt,O=C(c1ccc(Cl)cc1)c1cn[nH]c1-c1ccccc1O
1.4%,4%,COc1ccc(NC(C)=O)cc1NC(=O)CN1CCN(S(=O)(=O)c2ccc(C(C)C)cc2)CC1
-4.1%,1%,O=[N+]([O-])c1ccc(COc2ccc(/C=N/Nc3nc4ccccc4s3)cc2)cc1
-1.2%,8%,Cc1ccc(NC(=O)c2cc(-c3ccco3)on2)cc1C
1.2%,0%,Cc1ccc(N2NC(=O)/C(=C/c3ccccc3O)C2=O)cc1C
3.8%,-1%,CC(=O)Nc1ccc(NC(=O)c2cccc(I)c2)cc1
nt,-6%,O=C(Nc1cccc(Cl)c1Cl)c1ccncc1
nt,3%,O=C(NCCc1ccccc1F)C(=O)Nc1nccs1
3.5%,nt,CCCCCCCCC/C(=N\O)c1ccccn1
3.5%&1.9%,-13%,CC(Sc1ccc2ccccc2n1)C(=O)O (stereo not given)
9.7%,2%,Cc1ccc(/C=C/C(=O)NCc2ccco2)o1
-3.3%,7%,O=C1NC(=S)N(c2cccc(Br)c2)C(=O)/C1=C/c1ccc(-c2ccccc2C(=O)O)o1
2.7%,nt,COc1ccc(S(=O)(=O)N2CCC(N3CCN(c4ccccc4)CC3)CC2)cc1
1.0%,1%,COC(=O)c1ccccc1N(Cc1ccccc1)S(=O)(=O)c1ccccc1
1.3%,11%,COc1ccc(/C=C/C(=O)c2cccc([N+](=O)[O-])c2)cc1
1.0%,-2%,CCn1cc(C2=NOC(C(=O)Nc3c(C)nn(Cc4ccc(F)cc4)c3C)C2)c(C)n1 (stereo not given)
1.8%,nt,O=C1CC(c2ccc(F)cc2)Cc2nc(NCC3CCCO3)ncc21 (stereo not given)
1.6%,-4%,COc1ccc(OC)c(NC(=O)CSc2nc3ccccc3s2)c1
5.0%,nt,CC1(C(=O)O)Cc2ccccc2C(=O)O1 (stereo not given)
-2.9%,2%,O=C(CCC1CCCC1)Nc1cccc(Cl)c1
6.7%,-2%,Clc1ccccc1-c1nn2c(Cn3cnc4ccccc43)nnc2s1
-2.1%,6%,CCOC(=O)C1CCCN(C2CC(=O)N(c3cccc(C(F)(F)F)c3)C2=O)C1 (stereo not given)
-4.4%,3%,CCN1C(=O)/C(=C\c2cccc(O)c2)C(C(=O)OC)=C1C
3.0%,-4%,CCSc1ccccc1C(=O)Nc1cc(C)on1
2.1%,5%,COc1cc(N2CCCCC2)ccc1[N+](=O)[O-]
4.4%,-15%,O=C(CC12CC3CC(CC(C3)C1)C2)NCO
-0.4%,-8%,COc1ccc(-c2ccc(SCC(=O)NCc3ccco3)nn2)cc1

One compound at a time, as listed above. Order of values: Hsp70 inhibitors | MKP-3 inhibition
Record of CCOC(=O)C1CCCN(C2CC(=O)N(c3cccc(C(F)(F)F)c3)C2=O)C1 (stereo not given) = -2.1% | 6%
Record of O=C(NCCc1ccccc1F)C(=O)Nc1nccs1 = nt | 3%
Record of COc1cc(N2CCCCC2)ccc1[N+](=O)[O-] = 2.1% | 5%
Record of COC(=O)c1ccccc1N(Cc1ccccc1)S(=O)(=O)c1ccccc1 = 1.0% | 1%
Record of O=C(Nc1cccc(Cl)c1Cl)c1ccncc1 = nt | -6%
